TcdB GH inh – TcdB glycohydrolase inhibition | TcdB glycohydrolase enzymatic assay, plate reader | inhibition, % at 9.99 µM | 0.24% of 350,000 active; in the data active = inhibition above about 10%
SARS 3CLpro inh – SARS-CoV 3CLpro protease inhibition; P0C6X7; recombinant SARS-CoV 3CLpro, quenched FRET peptide cleavage; inhibition, % at 6 µM; 0.14% of 290,000 active; in the data active = inhibition above about 12%
PfHsp40 yeast – rescue of PfHsp40-mediated yeast toxicity; S. cerevisiae expressing PfHsp40, growth rescue, ATP luminescence; growth rescue, % at 12.5 µM; 0.68% of 340,000 active; in the data active = growth rescue above about 28%, passing the limit was not always enough; inconclusive = no clear call, values can overlap the other calls;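 also: yeast W303a lacking pdr1 and pdr3 grown in galactose medium; growth measured after three days at 30 °C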
BH1578 lux ind – inducers of Vibrio cholerae quorum light production without autoinducers | V. cholerae BH1578 lux reporter, luminescence, 6 h | activation, % at 18.7 µM | 0.16% of 350,000 active | AID 588436; in the data active = activation mostly above about 9.7%, no sharp cut-off; inconclusive = no clear call, values can overlap the other calls; inactive = mostly below about 3.7%; also: not every result past the cut was called active; inactives centre near 0; reference of the scale not given here
CCHFV vOTU inh – blocks the CCHF virus ovarian tumor domain protease; inhibition, % at 11.5 µM; 0.55% of 370,000 active; AID 651958; CCHFV vOTU protease, Pep-AMC fluorescence; in the data active = inhibition above about 30%; also: 0% = vehicle wells with enzyme and 100% = no enzyme wells
Yp Topo-I inh – Y. pestis Topo-I inhibition via cleavage products. Y. pestis Topo-I cleavage product accumulation, plate reader. activity, % at 10 µM. 0.064% of 360,000 active; in the data active = activity above about 50%, passing the limit was not always enough; inconclusive = no clear call, values can overlap the other calls; also: inactives centre near 2
Anthrax LF prot – inhibitors of Bacillus anthracis lethal factor protease | multiplex microsphere protease cleavage assay, LF | inhibition, % at 10 µM | AID 588501 | 0.12% of 360,000 active | P15917; also: plate controls were buffer without enzyme for full effect and enzyme alone for no effect
Target sequence (P15917 whole entry, looked up): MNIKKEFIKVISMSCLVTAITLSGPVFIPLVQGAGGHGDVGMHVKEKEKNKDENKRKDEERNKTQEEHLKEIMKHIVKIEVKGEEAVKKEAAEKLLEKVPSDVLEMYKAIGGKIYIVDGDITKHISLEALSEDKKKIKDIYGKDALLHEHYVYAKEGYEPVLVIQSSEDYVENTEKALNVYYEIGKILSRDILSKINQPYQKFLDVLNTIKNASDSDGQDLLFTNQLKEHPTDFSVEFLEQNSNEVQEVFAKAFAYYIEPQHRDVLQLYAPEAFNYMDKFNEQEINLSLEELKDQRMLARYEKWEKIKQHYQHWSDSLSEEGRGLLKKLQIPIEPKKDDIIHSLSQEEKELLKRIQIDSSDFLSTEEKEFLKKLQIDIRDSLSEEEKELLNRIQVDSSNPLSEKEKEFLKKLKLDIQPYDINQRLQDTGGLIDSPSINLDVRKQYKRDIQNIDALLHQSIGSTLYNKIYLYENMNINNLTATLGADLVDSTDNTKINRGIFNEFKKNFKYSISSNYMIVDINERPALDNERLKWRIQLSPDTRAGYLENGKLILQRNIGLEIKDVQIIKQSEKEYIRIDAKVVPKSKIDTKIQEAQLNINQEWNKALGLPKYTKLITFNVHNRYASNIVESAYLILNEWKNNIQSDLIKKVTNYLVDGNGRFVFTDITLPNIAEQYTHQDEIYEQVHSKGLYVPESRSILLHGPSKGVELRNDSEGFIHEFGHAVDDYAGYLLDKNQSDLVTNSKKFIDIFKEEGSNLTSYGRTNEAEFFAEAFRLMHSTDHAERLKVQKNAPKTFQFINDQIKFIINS
DUSP3 inh – blocks human VHR1 dual specificity phosphatase; P51452; recombinant VHR phosphatase, pNPP absorbance; inhibition, % at 13.3 µM; 0.52% of 290,000 active; in the data active = inhibition above about 50%; also: some compounds called inactive have numbers as strong as hits
Target sequence (P51452 whole entry, looked up): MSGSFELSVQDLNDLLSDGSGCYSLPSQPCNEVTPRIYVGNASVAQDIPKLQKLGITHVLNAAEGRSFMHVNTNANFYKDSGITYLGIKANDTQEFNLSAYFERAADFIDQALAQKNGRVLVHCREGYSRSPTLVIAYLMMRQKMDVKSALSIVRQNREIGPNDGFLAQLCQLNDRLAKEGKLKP
PriA SSB inh – inhibitors of Klebsiella pneumoniae PriA binding to SSB C-terminal tail; AlphaScreen SSBct-PriA binding, biotinylated peptide; inhibition, % at 33 µM; 0.6% of 430,000 active; in the data active = inhibition mostly above about 37%, no sharp cut-off; inactive = mostly below about 20%;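 also: plate controls were negative control peptide for no effect and reference peptide for full effect; strong numbers were not always called active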
BoNT A protease – blocks Botulinum neurotoxin A light chain protease | multiplex microsphere protease substrate cleavage, flow cytometry | inhibition, % at 10 µM | 0.17% of 360,000 active; also: plate controls were buffer without enzyme for full effect and enzyme alone for no effect
An asterisk follows results filed as active; i = inactive; ? = inconclusive; nt = not tested or not shown. Rule as the data show it, unless noted: active = inhibition above about 30%; inconclusive = no clear call, values can overlap the other calls; inactive = below that.

SMILES	TcdB GH inh	SARS 3CLpro inh	PfHsp40 yeast	BH1578 lux ind	CCHFV vOTU inh	Yp Topo-I inh	Anthrax LF prot	DUSP3 inh	PriA SSB inh	BoNT A protease
COC(=O)N1CCCC(c2cc(C(=O)Nc3ccccc3Cl)no2)C1 (configuration not stated)	-1.9	nt	nt	i	-17	21	-4	nt	nt	-0.5
CCc1nc(N2CCN(S(=O)(=O)c3ccc(Br)cc3)CC2)c2c(C)c(C)sc2n1	nt	0	0.0	i	11	0	2	nt	-7	0.5
Cc1cccc(C)c1-n1nnnc1C(c1ccnc2ccccc12)N(C)Cc1ccccc1 (configuration not stated)	1.2	nt	nt	nt	-3	nt	-6	nt	nt	0.0
Cc1cc(NC(=O)c2ccccc2C)n(-c2cccc(F)c2)n1	0.5	-3	-1.2	i	0	5	3	-1	-10	1.1
O=c1cc(CN2CCCCCCC2)c2ccccc2o1	-6.5	nt	nt	nt	8	nt	-13	nt	nt	0.1
Cc1nn(CCOc2ccccc2)c(=O)n1-c1cccc(F)c1	nt	1	-1.3	-2.3	7	5	-21	25	-16	7.2
COC(=O)C1CCN(C(=O)COc2ccc(N(C)S(=O)(=O)c3ccc(C)cc3)cc2)CC1	1.8	nt	-0.8	1.3	2	22	-3	nt	2	-0.3
COc1ccc(S(=O)(=O)N2CCN(C(=O)c3cc(-c4ccccc4OC)n[nH]3)CC2)cc1	0.9	5	-1.7	-0.4	-1	16	-1	6	4	0.3
Cn1cc(C[C@H](NC(=O)OC(C)(C)C)C(=O)N[C@H](CO)Cc2ccccc2)c2ccccc21	0.5	nt	2.0	-5.0	4	37	-3	nt	7	0.4
Cc1c(OCc2nn[nH]n2)ccc2c3c(c(=O)oc12)CCCC3	nt	1	0.9	5.9	-23	15	-1	4	-20	1.6
CCOC(=O)c1c(/N=C/C2=C(O)CCCC2=O)sc2c1CCCC2	-0.7	-4	nt	i	8	12	-4	10	nt	0.6
O=[N+]([O-])c1ccc(N/N=C/C=C/c2ccco2)cc1	-0.7	nt	2.7	-0.6	6	-28	0	nt	nt	-0.4
OCCNc1ncnc2c1nnn2Cc1ccccc1	0.7	0	-1.0	-0.2	-7	1	8	17	-6	0.0
Fc1ccc(CN2CCN(c3ncccn3)CC2)c(F)c1	0.6	5	0.6	0.3	-1	2	-1	14	-4	-4.0
Cc1ccsc1C(=O)C1CCCN(Cc2cn(C)nc2C)C1 (configuration not stated)	-0.2	-3	-0.4	i	21	3	0	-12	2	-0.6
O=C(c1ccc(Cl)c(S(=O)(=O)NCc2ccco2)c1)N1CCN(c2ccccc2F)CC1	nt	-1	0.1	i	0	28	-3	0	5	0.1
CN(C)C(=O)NC(Nc1cccc([N+](=O)[O-])c1)C(Cl)(Cl)Cl (configuration not stated)	0.3	-1	0.0	2.3	4	-3	-1	14	-8	-0.2
O=[N+]([O-])c1ccc(C2=Nn3cnnc3SC2)cc1	0.6	5	-0.3	-0.4	-5	7	nt	4	-3	nt
COc1ccc(NC(=O)Cc2nnc(SCC(=O)NC3CCCCC3C)n2C)cc1 (configuration not stated)	0.4	0	-0.5	-0.3	8	3	8	-20	3	-7.1
O=C(CN1C(=O)COc2ccc(S(=O)(=O)N3CCOCC3)cc21)NCc1ccco1	1.0	0	0.0	-0.3	-5	-6	5	-5	-8	-0.3

Given in markdown: entries from further up.
| SMILES | TcdB GH inh | SARS 3CLpro inh | PfHsp40 yeast | BH1578 lux ind | CCHFV vOTU inh | Yp Topo-I inh | Anthrax LF prot | DUSP3 inh | PriA SSB inh | BoNT A protease |
| --- | --- | --- | --- | --- | --- | --- | --- | --- | --- | --- |
| COC(=O)C1CCN(C(=O)COc2ccc(N(C)S(=O)(=O)c3ccc(C)cc3)cc2)CC1 | 1.8 | nt | -0.8 | 1.3 | 2 | 22 | -3 | nt | 2 | -0.3 |
| COc1ccc(S(=O)(=O)N2CCN(C(=O)c3cc(-c4ccccc4OC)n[nH]3)CC2)cc1 | 0.9 | 5 | -1.7 | -0.4 | -1 | 16 | -1 | 6 | 4 | 0.3 |
| Cn1cc(C[C@H](NC(=O)OC(C)(C)C)C(=O)N[C@H](CO)Cc2ccccc2)c2ccccc21 | 0.5 | nt | 2.0 | -5.0 | 4 | 37 | -3 | nt | 7 | 0.4 |
| Cc1c(OCc2nn[nH]n2)ccc2c3c(c(=O)oc12)CCCC3 | nt | 1 | 0.9 | 5.9 | -23 | 15 | -1 | 4 | -20 | 1.6 |
| CCOC(=O)c1c(/N=C/C2=C(O)CCCC2=O)sc2c1CCCC2 | -0.7 | -4 | nt | i | 8 | 12 | -4 | 10 | nt | 0.6 |
| O=[N+]([O-])c1ccc(N/N=C/C=C/c2ccco2)cc1 | -0.7 | nt | 2.7 | -0.6 | 6 | -28 | 0 | nt | nt | -0.4 |
| OCCNc1ncnc2c1nnn2Cc1ccccc1 | 0.7 | 0 | -1.0 | -0.2 | -7 | 1 | 8 | 17 | -6 | 0.0 |
| Fc1ccc(CN2CCN(c3ncccn3)CC2)c(F)c1 | 0.6 | 5 | 0.6 | 0.3 | -1 | 2 | -1 | 14 | -4 | -4.0 |
| Cc1ccsc1C(=O)C1CCCN(Cc2cn(C)nc2C)C1 (configuration not stated) | -0.2 | -3 | -0.4 | i | 21 | 3 | 0 | -12 | 2 | -0.6 |
| O=C(c1ccc(Cl)c(S(=O)(=O)NCc2ccco2)c1)N1CCN(c2ccccc2F)CC1 | nt | -1 | 0.1 | i | 0 | 28 | -3 | 0 | 5 | 0.1 |
| CN(C)C(=O)NC(Nc1cccc([N+](=O)[O-])c1)C(Cl)(Cl)Cl (configuration not stated) | 0.3 | -1 | 0.0 | 2.3 | 4 | -3 | -1 | 14 | -8 | -0.2 |
| O=[N+]([O-])c1ccc(C2=Nn3cnnc3SC2)cc1 | 0.6 | 5 | -0.3 | -0.4 | -5 | 7 | nt | 4 | -3 | nt |
| COc1ccc(NC(=O)Cc2nnc(SCC(=O)NC3CCCCC3C)n2C)cc1 (configuration not stated) | 0.4 | 0 | -0.5 | -0.3 | 8 | 3 | 8 | -20 | 3 | -7.1 |
| O=C(CN1C(=O)COc2ccc(S(=O)(=O)N3CCOCC3)cc21)NCc1ccco1 | 1.0 | 0 | 0.0 | -0.3 | -5 | -6 | 5 | -5 | -8 | -0.3 |

Next compounds:
SMILES	TcdB GH inh	SARS 3CLpro inh	PfHsp40 yeast	BH1578 lux ind	CCHFV vOTU inh	Yp Topo-I inh	Anthrax LF prot	DUSP3 inh	PriA SSB inh	BoNT A protease
COc1ccc(CN2CCOCC2)cc1	nt	4	-1.6	-0.3	-1	1	8	52*	-18	-0.5
CCCNC(=O)C1(C)CCCN(CC(=O)c2ccccc2OC)C1 (configuration not stated)	0.8	nt	nt	-0.7	-4	-2	-3	nt	nt	0.0
CN(C(=O)COC(=O)c1cccs1)c1c(N)n(Cc2ccccc2)c(=O)[nH]c1=O	0.9	nt	-1.2	-0.9	-10	-3	?	nt	-3	-1.6
CC(=O)Nc1nc(-c2ccccc2)ns1	nt	2	-0.5	-0.3	6	-4	nt	31	-11	nt
COc1ccccc1N1CCN(S(=O)(=O)CCNC(=O)c2cccc(F)c2)CC1	3.2	nt	-1.6	-1.0	1	-2	-1	nt	-6	3.0
CC(CN1CCC(n2nccc2NC(=O)c2ccccc2Cl)CC1)c1ccccc1 (configuration not stated)	0.4	1	-1.0	i	-13	27	-2	10	-18	2.9
CC1Cc2nc(SCC(=O)Nc3ccc4c(c3)OCO4)n(CCc3ccccc3)c(=O)c2S1 (configuration not stated)	1.1	0	2.6	i	-5	11	-2	-23	-9	0.0
Cc1ccc(C)c(C2NC(=O)c3ccccc3N2)c1 (configuration not stated)	1.3	0	-1.0	-0.6	-109	7	12	30	-1	2.4
CC(C)(CNc1ccc(S(=O)(=O)C(F)(F)F)cc1[N+](=O)[O-])N1CCOCC1	0.9	0	0.4	i	-2	3	-2	-7	-8	-4.6
O=C(N/N=C/c1ccccc1F)NC12CC3CC(CC(C3)C1)C2	-9.7	2	-0.6	-0.4	13	26	3	nt	nt	-2.8
COc1ccccc1CNc1nc(=S)[nH]c2cc(OC)c(OC)cc12	1.0	4	-0.7	-0.2	-11	-9	1	10	14	-3.5
O=C(c1ccccc1Oc1nnnn1-c1ccccc1)N1CCOCC1	nt	4	0.4	2.6	2	0	-2	-16	-6	-1.4
COc1cc2c(cc1NC(=O)CSc1nccn1C)oc1ccccc12	0.9	-6	0.1	-0.4	11	-4	-2	5	37	0.3
O=C1c2ccccc2C(=O)N1CCOc1ccccc1Cl	-3.3	0	-0.1	-12	0	-2	-2	-3	-20	-0.8
CC(C)CCC1(CCO)C(=O)N=C(N)NC1=O (configuration not stated)	1.8	nt	-0.6	-8.3	-11	5	-1	nt	nt	-0.3
CC(C)(C)NCCC(O)c1cc(C(F)(F)F)nc2c(C(F)(F)F)cccc12 (configuration not stated)	-6.3	nt	3.0	i	30*	-11	-2	nt	-11	0.4
O=C(COC(=O)C1CCN(S(=O)(=O)c2cccs2)CC1)c1cc2ccccc2o1	nt	0	-0.7	i	-2	-2	-9	-1	-4	1.3
Cc1csc2nc(COC(=O)c3cccc(N(C)C)c3)cc(=O)n12	0.8	nt	3.2	0.7	-14	-11	-6	nt	4	-0.8
CCC(C)(C(=O)NC1CCCC1)N(Cc1ccco1)C(=O)c1ccccn1 (configuration not stated)	nt	-2	-0.3	0.0	0	-9	2	22	5	-0.3
S=C(NCc1ccco1)N/N=C/c1cccnc1	1.5	-4	0.1	i	0	6	1	4	i	0.1
Cc1onc(-c2ccccc2Cl)c1C(=O)Nc1cccc2cccnc12	nt	4	2.9	i	12	13	-1	40	-18	-0.7
COc1ccc(S(=O)(=O)N2CCC[C@H]2C(=O)NCc2ccc(Cl)cc2)cc1	0.0	6	-1.1	-0.4	-1	12	0	13	-15	0.8
CC1(C)SC2C(NC(=O)C3(N)CCCCC3)C(=O)N2C1C(=O)O (configuration not stated)	0.4	nt	0.7	i	3	5	-3	nt	-6	-0.2
COc1ccc(S(=O)(=O)N2CCCC2)cc1NC(=O)c1ccccc1F	1.0	4	-0.6	i	2	9	2	-17	-1	0.0
CCc1ccccc1Nc1nc(N)nc(COC(=O)CCNS(=O)(=O)c2ccccc2)n1	1.1	nt	-1.6	0.1	-1	-7	2	nt	4	-0.9
NC(=NCCc1ccccc1)NC(=O)c1cc(Cl)ccc1O	-0.4	nt	0.0	-0.6	-37	12	-4	nt	-12	-1.2
CCOc1cc(C(N)=O)cc(Cl)c1OCC	0.9	2	-0.4	-0.1	4	0	-12	9	-7	-1.6
COC(=O)C(NC(=O)CCc1nnc2ccc(N3CCC(C)CC3)nn12)C(C)C (configuration not stated)	1.7	-5	0.3	i	-11	1	1	10	-8	0.7
CC(C)CCC(O)(c1ccccc1)C(CN1CCOCC1)c1ccccc1 (configuration not stated)	1.3	-3	0.1	i	19	22	-18	-38	-2	-1.5
CS(=O)(=O)c1ccccc1-c1nc(-c2cccc(Cl)c2)no1	nt	2	-0.2	-0.2	nt	2	-2	13	-24	-0.8
COc1ccc(-c2nc3ncccn3c2Nc2ccc3c(c2)OCCO3)cc1	nt	4	-0.5	3.0	5	0	-3	7	-9	-1.1
O=[N+]([O-])c1cc(-c2nnc(-c3ccccc3)o2)ccc1Oc1ccc(Cl)cc1	1.1	9	0.5	-0.3	9	0	1	15	-2	0.6
Cc1ccc(S(=O)(=O)/N=C2\CN(C)C(=O)N2C)cc1	0.7	-6	0.2	-0.4	-5	-8	2	-3	nt	0.4
O=C(NCCOc1ccccc1)C(=O)NCC1CCCO1 (configuration not stated)	-0.7	-1	0.7	i	4	2	-3	-3	-4	0.0
O=C(Cn1nc(-c2ccccc2)c2ccccc2c1=O)Nc1ccc(F)cc1	-0.5	2	0.6	-0.6	10	5	-13	13	4	3.2

Source: PubChem

Not all compounds are listed; count on the stated rates, not on these rows.
